Polio RdRp inh – poliovirus RNA polymerase inhibition; % elongation, % (compound at 16.7 µg/mL); P03300; poliovirus polymerase elongation, fluorescence polarization; active compounds read low; hit rate 0.66% among 150,000; in the data active means % elongation below about 90%; further: some results filed as inactive read as strong as hits
Target sequence (P03300 1749-2209 limits assumed): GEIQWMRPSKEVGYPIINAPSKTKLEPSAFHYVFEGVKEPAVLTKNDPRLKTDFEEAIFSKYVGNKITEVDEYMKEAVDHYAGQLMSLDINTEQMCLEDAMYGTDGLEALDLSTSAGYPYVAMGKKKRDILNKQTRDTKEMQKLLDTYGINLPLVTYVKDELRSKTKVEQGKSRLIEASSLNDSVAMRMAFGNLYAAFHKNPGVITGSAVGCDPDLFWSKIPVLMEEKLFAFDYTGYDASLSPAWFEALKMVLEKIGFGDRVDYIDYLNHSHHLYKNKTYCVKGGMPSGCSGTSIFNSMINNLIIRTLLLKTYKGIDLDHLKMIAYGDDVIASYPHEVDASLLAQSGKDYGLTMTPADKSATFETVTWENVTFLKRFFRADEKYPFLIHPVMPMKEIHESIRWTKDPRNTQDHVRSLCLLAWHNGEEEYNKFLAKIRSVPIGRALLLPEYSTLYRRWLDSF
Polio RdRp inh FP z-score – recorded beside Polio RdRp inh, whose call it bears; z-score; measured here: FP z-score; hits read low
An asterisk follows results filed as active. Only part of the results is shown. The share of hits here may be higher or lower than overall.

SMILES	Polio RdRp inh	Polio RdRp inh FP z-score
O=C1NC(NS(=O)(=O)c2ccccc2)(C(F)(F)F)C(=O)N1CCc1ccccc1 (configuration not stated)	100	-0.4
CC(C)C(=O)N1CCC(c2nc(-c3ccc(F)cc3)no2)CC1	101	0
CCOC(=O)c1c(C2CC2)csc1NC(=O)CSc1nnc(C(CC)N(C)C)o1 (configuration not stated)	105	0.2
Cc1ccc(-n2ncc(C(=O)NCCCN3CCN(c4cccc(Cl)c4)CC3)c2-n2cccc2)cc1	108	0.2
Cc1ccc2oc(=O)c3cnn(CC(=O)N4CCCCC4C)c3c2c1 (configuration not stated)	101	-0.1
Cc1cc(F)ccc1NS(=O)(=O)c1cc2[nH]c(=O)c(=O)[nH]c2cc1C	101	-0.7
CCOC(=O)N1CCN(C(=O)CSc2nc3c(cnn3-c3ccc(C)cc3)c(=O)[nH]2)CC1	101	-0.7
O=C(O)C1CSC(c2ccncc2)=N1 (configuration not stated)	101	-0.1
CCc1nc2cccnc2n1-c1ccc(CC(=O)NC(C)CC)cc1 (configuration not stated)	102	0
Cc1ccc(C2C3=C(CC(C)(C)CC3=O)Nc3onc(C)c32)cc1 (configuration not stated)	100	-0.3
COc1ccc(-c2nnc3n2N=C(N)CS3)cc1OC	102	0.7
O=C(O)CNC(=O)C1CC1	101	-0.3
O=C(O)CCC(=O)Nc1cccc(C(=O)N2CCCCC2)c1	99	-1.5
CCOC1=NC(C(F)(F)F)(C(F)(F)F)N=C2Sc3ccccc3N12	102	0
O=C(NCc1cccnc1)c1ccc(S(=O)(=O)N2CCCCC2)cc1	102	0.1

Fetched by compound from the entries so far (two):
SMILES	Polio RdRp inh	Polio RdRp inh FP z-score
O=C(O)C1CSC(c2ccncc2)=N1 (configuration not stated)	101	-0.1
O=C(O)CNC(=O)C1CC1	101	-0.3

Next results:
SMILES	Polio RdRp inh	Polio RdRp inh FP z-score
O=COCC1OC(OC=O)C(Nc2ccccc2)C(OC=O)C1OC=O (configuration not stated)	106	0.3
Cc1oc2c(F)c(F)c(F)c(F)c2c1C#N	102	0.1
CCCCN(C)C(=O)c1ccc(Sc2ccc(Cl)cc2)c(NC(C)=O)c1	102	0.1
CCc1sc(C(=O)NN)cc1C	100	-0.1
O=C(CSC1CCCC1)c1ccccc1Cl	100	-0.1
CCN(CC(=O)Nc1cccc(F)c1)CC(=O)Nc1ccccc1OC	104	0.2
COc1ccc(C(CNC(=O)c2ccc(OCc3c(C)noc3C)cc2)N2CCCC2)cc1 (configuration not stated)	101	-0.1
CCn1c(SCCn2c(=S)n(C)c3ccccc32)nc2ccccc21	110	0.6
CN1C/C(=C\c2ccc(N3CCOCC3)cc2)C(=O)/C(=C/c2ccc(N3CCOCC3)cc2)C1	103	0.7
COc1ccc(-c2csc(Nc3ccccc3)n2)cc1OC	100	-0.3
COc1cccc(-n2cnnc2SCC(=O)c2ccc(CNC(=O)C(C)(C)C)s2)c1	102	0
CCc1c(C)sc(NC(=O)C2c3ccccc3Oc3ccccc32)c1C(=O)OC	103	0.3
Cc1cccc(C(CC(=O)N2CCCC2)c2ccccc2)c1O (configuration not stated)	102	0.2
COc1ccc(NC(=O)c2ccc3nc(C)c(C)nc3c2)cc1	102	-0.2
Cc1cccc(NC(=O)Cc2csc(COc3cccc(C)c3)n2)c1	108	0.4
CC1CCN(C(=O)COC(=O)/C=C/c2cccs2)CC1	99	-0.7
COC(=O)c1nnn(-c2ccccc2)c1C(=O)OC	101	-0.3
O=c1[nH]c(CSc2nnc(-c3ccccc3)n2Cc2ccco2)nc2scc(-c3ccccc3)c12	108	0.7
Cc1ccc(CNC(=O)Cn2cc(C(=O)c3ccc(F)cc3)c(=O)c3ccc(C)nc32)cc1	113	1
Cc1cc(NC2CCCCC2)nc(NCc2ccccc2)n1	104	0.7
Cc1ccc(CN2CCC(CNC(=O)Nc3ccc4c(c3)OCCO4)C2)cc1 (configuration not stated)	104	1.3
CCOc1nc(NC(=O)NS(=O)(=O)c2cccc(Cl)c2)nc(-c2ccccc2)n1	105	0.3
O=C(Nc1cccnc1)c1[nH]nc2c1CCc1ccccc1-2	99	-1.5
CC(O)CN(CC(C)O)c1ncnc2c1sc1nc3c(cc12)COC(C)(C)C3 (configuration not stated)	101	-0.3
COC(=O)c1c(NC(=O)COc2ccc(Cl)cc2C)sc2c1CCCCC2	85*	-3.1*
O=c1nc2sc3ccccc3n2c(=O)n1-c1ccccc1	106	0.5
CCS(=O)(=O)c1ccc(O)c(NC(=O)COc2ccc(OC)cc2)c1	101	-0.2
CCN(c1ccccc1)S(=O)(=O)c1cc(C(=O)OC)n(C)c1	101	-0.5
CCOC(=O)N1CCN(C(=O)C(C)Oc2ccc(Br)cc2)CC1 (configuration not stated)	102	1.1
CCN1CCN(CCCNC(=O)Cn2nc(C)n3c(cc4cc(C)ccc43)c2=O)CC1	108	0.7
CCc1ccc(N2CCn3c2nc2c3c(=O)n(C/C=C/c3ccccc3)c(=O)n2C)cc1	104	-0.4
CCc1ccc2c(CC(=O)N(C)Cc3ccccc3OC)coc2c1	102	-0.1
CC(C)N(C(=O)CNCc1cccs1)C(C)C	103	0.8
CCCOc1ccc(-c2nc(N3CCC(C)CC3)c3ccccc3n2)cc1	104	-0.1
CC(C)N(Cc1nnc(-c2ccc(Cl)cc2)o1)C(=O)/C=C/c1ccc(F)cc1	105	0.5
COC(=O)c1ccc2c(=O)[nH]c(COC(=O)c3c(-c4ccccc4)noc3C)nc2c1	106	0.2
CCCCN(C)c1nc(CC)c2c(c1C#N)CC(C)(C)OC2	104	0.7
C=CCNc1nc(C(=O)OCCCn2c(=O)[nH]c3ccccc32)cs1	108	0.5
O=C(CN1C(=O)CCc2cc(S(=O)(=O)N3CCOCC3)ccc21)Nc1cccc(Cl)c1	109	0.7
CC1CC(C)CN(CCCNC(=O)c2cccc3c2SCCC3=O)C1 (configuration not stated)	101	-1.3
COc1ccc(NC(=O)CN(C)C2CCCCC2)c(OC)c1	99	-0.2
Cc1ccc2oc(-c3ccc(C)c(NC(=O)c4ccc(-c5ccccc5[N+](=O)[O-])o4)c3)nc2c1	107	0.6
COC(=O)c1ccccc1NC(=O)CCn1nc(C)c2c(C)n(-c3ccccc3)nc2c1=O	108	0
O=C1CC(c2ccc(S(=O)(=O)NCc3ccco3)cc2)CN1 (configuration not stated)	99	-1.2
Cc1cccc(Nc2nc(-c3ccccc3)no2)c1	104	2.2
Cc1c(CCC(=O)O)c(=O)oc2cc3occ(-c4ccc(Br)cc4)c3cc12	103	0.7
Cc1cc(C)c2[nH]c(=O)c(CN(Cc3ccc(F)cc3)Cc3nnnn3CC3CCCO3)cc2c1 (configuration not stated)	103	0.4
O=c1ccc(-c2ccc(Cl)cc2)n[nH]1	99	-0.3
COC(=O)Cc1ccc2c3ccccc3n(C)c2c1	107	1.8
CC1CCC(C(C)C)C(NCc2ccccc2)C1 (configuration not stated)	97	-1.2
CC1=NN(c2ccccc2)C(=O)C1/C=C1\C(=O)NC(=O)N(c2ccccc2)C1=O (configuration not stated)	98	-0.4
O=C(NCCc1ccccc1)c1c(O)c2cccc3c2n(c1=O)CC3	101	-0.1
O=C(CCCn1nc(-c2ccccc2)c2cc(Cl)ccc21)N1CCOCC1	103	0
C=CCNC(=O)C1CC(c2cc(OC)ccc2OC)=NO1 (configuration not stated)	102	0.2
O=C1CSC(=S)N1CCc1ccc(Cl)cc1	105	0
CC(C)N1CCN(c2ccc(OC[C@@H]3CO[C@@](Cn4cncn4)(c4ccc(Cl)cc4Cl)O3)cc2)CC1	99	0
Cc1ccc(S(=O)(=O)CCC(=O)Nc2ccc3c(c2)nc2n3CCCCC2)cc1	126	2
NS(=O)(=O)c1cccc(C(=O)Nc2ccc(F)cc2)c1	101	-0.5
O=C(CCCSc1nc2ccccc2[nH]1)N1CCN(S(=O)(=O)Cc2ccccc2)CC1	104	0.2
CC1=C(c2ccc(C)cc2)S(=O)(=O)N(CC(=O)N2CCN(c3ccccn3)CC2)C1=O	101	-0.1

(next part)
SMILES	Polio RdRp inh	Polio RdRp inh FP z-score
O=C(NC=Nc1cccnc1)C1COc2ccccc2O1 (configuration not stated)	103	0
CC(=O)OCC1C(COC(C)=O)C1(Cl)Cl (configuration not stated)	101	0.1
CCOC(=O)c1c(-c2ccc(C)cc2)csc1NC(=O)c1cc(=O)c2cc(Cl)ccc2o1	106	-0.2
CCOC(=O)N1CCN(Cc2nc3cc(NC(=O)c4cccc(C)c4)ccc3n2C(C)C)CC1	104	0.1
C=Cc1ccc(CSc2nnc(C)n3c2cc2occc23)cc1	110	0.5
O=C(COc1ccc(Br)cc1)Nc1ccc(C(=O)OC2CCCCC2)cc1	105	0.2
N#CCc1c(C#N)c(N)nc(N2CCc3ccccc32)c1C#N	98	-0.5
C1CCC(N2CCN(C3CCCC3)CC2)CC1	100	-0.7
CN(C)/C=C(\C#N)S(=O)(=O)c1ccccc1	99	-0.1
CCc1nn(C)c(N)c1C	100	0
Cc1[nH]c2cccc(C(=O)O)c2c1C	97	-1.3
Cc1ccc(C2(C)NC(=O)N(CC(=O)C(C)(C)C)C2=O)cc1 (configuration not stated)	107	0.5
COc1ccc(NC(=O)c2ccc(C)c(I)c2)cc1OC	102	0
O=C(c1cccc(NC2=NC3CS(=O)(=O)CC3S2)c1)N1CCN(C(=O)c2ccco2)CC1 (configuration not stated)	100	-0.3
COc1ccc(Cn2ccn(Cc3cccc(C)c3)c(=O)c2=O)cc1	100	-1.1
COC(=O)c1ccc(NC(=O)CN2CCCN(Cc3ccc(Cl)cc3)S2(=O)=O)cc1	101	-1.4
COc1ccc(/C(N)=N/OC(=O)COc2ccccc2C)cc1OC	105	0.6
O=C(CCc1nc(-c2ccccc2)no1)Nc1ccccc1	105	0.6
CCc1nn2c(=O)cc(COC(=O)c3ccccc3NC(=O)C3CCCCC3)nc2s1	102	-1.1
CCN(CC)Cc1c(O)ccc2oc(C)c(C(=O)Nc3ccccc3C)c12	102	0.1
CC(C)CN(C(=O)c1ccc(=O)n(C)n1)c1nc2ccccc2s1	104	0
CCCCn1c(=N)c(S(=O)(=O)c2ccc(Cl)cc2)cc2c(=O)n3cccc(C)c3nc21	109	1.5
COc1cccc2c1c(NC(=O)Nc1ccc(F)cc1F)nn2C	100	-0.4
CCOc1ccc(NC(=O)CCC(=O)N2CCSc3ccccc32)cc1	103	-0.7
O=C(NC1CCS(=O)(=O)C1)c1sc2ccccc2c1Cl (configuration not stated)	100	-0.4
CCc1ccc(OC(C)C(=O)N2CCC(c3nc4ccccc4o3)CC2)cc1 (configuration not stated)	100	-0.3
O=C(NCC1CCCO1)C1CCCN(C(=O)N2CCOc3ccccc32)C1 (configuration not stated)	99	-1.3
CCn1c2c(c(=O)n3ncc(C(=O)Nc4ccc(OC(F)(F)F)cc4)c13)CN(Cc1ccc(OC)cc1)CC2	113	1.3
O=C(OC1CCOC1=O)c1ccc(-c2nc3ccccc3s2)s1 (configuration not stated)	102	0
Cc1ccc(Cn2nnc(C(=O)Nc3ccc(F)c(F)c3)c2N)cc1	101	-1.3
COc1ccc(-c2cc(C(F)(F)F)n3nc(C(=O)Nc4cc(C)ccc4C)cc3n2)cc1	109	1.4
CCOC(=O)c1c(-c2ccc(OC)cc2)oc2ccc(OCc3ccc(C(=O)OC)cc3)cc12	107	0.5
Cn1c(=O)cc(SCC(=O)NCCN2CCOCC2)c2ccc(Cl)cc21	101	-0.5
Cc1nc2nc(SCC(=O)NC(C)c3ccccc3)nn2c(C)c1Cc1c(F)cccc1Cl (configuration not stated)	100	-1.7
O=C1c2ccccc2C2CC(c3ccc(Cl)cc3)=NN12 (configuration not stated)	100	-0.1
CC(C)(C)C(=O)CSc1ncnc2nc[nH]c12	103	0
O=C(OC1CCOC1=O)c1cc(-c2ccco2)nc2ccccc12 (configuration not stated)	93	-1
CCOc1ccc(N2CC(NC(=O)C3CCCC3)CC2=O)cc1 (configuration not stated)	109	0.4
CCOC(=O)c1c(C)n(C)c2ccc(OCC(O)CN3CCCCCC3)cc12 (configuration not stated)	101	0.3
O=C(c1ccc(S(=O)(=O)N2CCOCC2)cc1)N1CCN=C1SCc1c(F)cccc1Cl	102	-0.2
Cc1ccc2c(c1)c1nc3ccccc3nc1n2C(C)C	98	-1.1
CCN1CCN(c2csc3ccc(F)cc3c2=O)CC1	109	0.8
COc1ccccc1CNC(=O)C1CCN(S(=O)(=O)c2cn(C)cn2)CC1	100	-1.4
Cc1cccnc1Nc1nc(-c2cccnc2)cs1	103	0.4
Cn1c(NCc2ccccc2)nc2ccccc21	108	0.5
CSc1ccccc1NC(=O)c1cc(-c2ccccc2)on1	100	-0.1
Cc1cc(OCC(O)CNC(C)(C)C)ccc1C(C)C (configuration not stated)	101	-0.3
CN(C)c1ccnc2sc(C(N)=O)c(N)c12	98	-0.3

Among those listed so far, these contain an NH in an aromatic ring.
SMILES	Polio RdRp inh	Polio RdRp inh FP z-score
Cc1cc(F)ccc1NS(=O)(=O)c1cc2[nH]c(=O)c(=O)[nH]c2cc1C	101	-0.7
CCOC(=O)N1CCN(C(=O)CSc2nc3c(cnn3-c3ccc(C)cc3)c(=O)[nH]2)CC1	101	-0.7
O=c1[nH]c(CSc2nnc(-c3ccccc3)n2Cc2ccco2)nc2scc(-c3ccccc3)c12	108	0.7
O=C(Nc1cccnc1)c1[nH]nc2c1CCc1ccccc1-2	99	-1.5
COC(=O)c1ccc2c(=O)[nH]c(COC(=O)c3c(-c4ccccc4)noc3C)nc2c1	106	0.2
C=CCNc1nc(C(=O)OCCCn2c(=O)[nH]c3ccccc32)cs1	108	0.5
Cc1cc(C)c2[nH]c(=O)c(CN(Cc3ccc(F)cc3)Cc3nnnn3CC3CCCO3)cc2c1 (configuration not stated)	103	0.4
O=c1ccc(-c2ccc(Cl)cc2)n[nH]1	99	-0.3
O=C(CCCSc1nc2ccccc2[nH]1)N1CCN(S(=O)(=O)Cc2ccccc2)CC1	104	0.2
Cc1[nH]c2cccc(C(=O)O)c2c1C	97	-1.3
CC(C)(C)C(=O)CSc1ncnc2nc[nH]c12	103	0

Bioassay records as filed in PubChem.
